# Compound activity from PubChem BioAssay.
# Integrin act MD – activates integrin-mediated alleviation for muscular dystrophy | alpha7betagal myoblasts, beta-gal FDG fluorescence, 48 h | Potency, µM (titrated, usually from 38.3 µM), inactives show at the highest dose activation, actives largely listed as activators | 350,000 compounds, 0.064% hits | AID 624291;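 note: potency is the fitted concentration of half-maximal effect; 100% = response of the positive control SU9516; nearly all actives have a fitted effect of over 60% in size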
#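 alpha7betagal+/- myoblasts (passage 13, 250/well) treated 48 h at 37C with compounds at 1:260 dilution of DMSO stock. Lysed, then beta-galactosidase activity read as FDG fluorescence (ex 480/em 540) after 30 min, with pre-read for autofluorescence.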
# FBPA coupling cs – coupling enzyme interference in Giardia aldolase counter-screen; AID 2472; 290,000 compounds, 0.67% hits; activity change, negative = inhibition, % at 58.2 µM, hits read low; coupling enzyme system counterscreen, AmpLite Red fluorescence; in the data active = activity change below about -30%; note: % is set by controls: 0 for no effect and ±100 for the full control effect
#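 Coupling enzymes only (glyceraldehyde-3-phosphate) + compound, at 57.5 uM final, 10 min RT; add substrate/coupling/AmpLite Red mix, 20 min RT; fluorescence ex 525/em 598 nm. Actives flag coupling-system interference.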
# KCNH2 3.1 inh – KCNH2 3.1 (human) potassium channel inhibition; 340,000 compounds, 0.95% hits; activity change, % (tested at about 1.8 µM); U2OS KCNH2 3.1, thallium flux FluxOr; hits give low values;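 active = maximum activity change below -70%; inconclusive = maximum activity change from -70% to -50%; inactive = maximum activity change above -50%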;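 note: thallium influx rate constant from kinetic fluorescence after stimulation buffer; % is set by controls: 0 for no effect and ±100 for the full control effect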
#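 U2OS cells transduced with KCNH2 3.1 mutant virus (1.77 x 10^8 /mL, 4 h), plated overnight at 37 C, loaded 45 min with FluxOr dye plus Red40 quencher. Thallium flux rate constant from kinetic reads after stimulation buffer, normalised to controls.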
# AT treatment – candidate therapy for ataxia-telangiectasia | […] A-T fibroblasts, KAP-1 phosphorylation AlphaLISA; neocarzinostatin DNA damage 30 min before lysis | Potency, µM (highest dose often 57.5 µM), inactives show at the top dose activation, usual class: activators | 320,000 compounds, 0.19% hits | AID 485349; note: potency is the fitted concentration of half-maximal effect; % of control where 0% means no effect; nearly all actives have a fitted effect of over 45% in size
#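 hTERT-immortalized A-T patient fibroblasts ([…]), 500 cells/well in OPTI-MEM, 1% FBS, got compounds for 60 min, then NCS for 30 min at 37C. Lysates were then assayed for phospho-KAP-1 by AlphaLISA (anti-pKAP1 donor, anti-KAP1 acceptor beads), 6 hr at 25C.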
# MBNL1-CUG inh – inhibitors of human MBNL1 binding to CUG repeat RNA; TR-FRET MBNL1-His/biotin-(CUG)12 binding, 665/545 ratio; Potency, µM (doses to about 57.5 µM), without a hit: at the top dose activity change, negative = inhibition, hits mostly inhibitors; 280,000 compounds, 0.036% hits; active = well fitted inhibition curve with a large enough effect in the signal ratio, with a control signal flat, not every such curve was filed as active; inconclusive = small, poorly fitted or top-dose-only effect, or effect the other way, or a change in a side signal; inactive = no such curve, though single readings can be large or run the other way; the % refers to the signal ratio; note: potency is the fitted concentration of half-maximal effect; % is set by controls: 0 for no effect and ±100 for the full control effect
# Target sequence (Q9NR56 whole entry, looked up): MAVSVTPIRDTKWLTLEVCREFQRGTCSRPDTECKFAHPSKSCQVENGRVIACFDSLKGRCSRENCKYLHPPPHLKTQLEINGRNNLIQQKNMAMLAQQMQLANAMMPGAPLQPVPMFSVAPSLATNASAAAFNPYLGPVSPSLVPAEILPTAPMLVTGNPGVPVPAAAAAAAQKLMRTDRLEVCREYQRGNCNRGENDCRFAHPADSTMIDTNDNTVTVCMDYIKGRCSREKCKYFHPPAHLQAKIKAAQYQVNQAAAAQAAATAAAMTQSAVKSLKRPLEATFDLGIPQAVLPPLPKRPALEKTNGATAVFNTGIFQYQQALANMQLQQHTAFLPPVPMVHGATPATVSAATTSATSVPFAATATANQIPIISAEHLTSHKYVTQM
#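 Compound titration spanned 92 nM–58 uM against the MBNL1-His/biotin-(CUG)12 complex. After 60 min at room temperature with 5 nM streptavidin-XL665 and 0.055 ng/ul terbium anti-His, ratiometric 665/545 nm emission (Ex 340 nm) normalized to controls.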
# CXXC DNA block – inhibitors of human MLL CXXC domain-DNA interaction; MLL-CXXC / FITC-HOXA9 DNA fluorescence polarization; Potency, µM (highest dose often 115 µM), for inactives: at the top dose activity change, negative = inhibition, usual class: inhibitors; 290,000 compounds, 0.037% hits; active = well fitted inhibition curve with a large enough effect in the polarisation, with a control signal flat, not every such curve was filed as active; inconclusive = small, poorly fitted or top-dose-only effect, or effect the other way, or a change in a side signal; inactive = no such curve, though single readings can be large or run the other way; the % refers to the polarisation; note: potency is the fitted concentration of half-maximal effect
#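 Purified MLL-CXXC (added from a 7 uM solution) was preincubated 5 min at ambient with pinned compounds in 50 mM Tris-HCl pH 7.5, 50 mM NaCl, 1 mM DTT, 0.05% BSA. Fluorescein-labeled HOX-A9 DNA (50 nM solution) followed, 30 min, then polarization read.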
# GALK inh – inhibitors of human galactokinase; Purified GALK, Kinase-Glo residual ATP luminescence; Potency, µM (doses to about 57.5 µM), inactives show at the highest dose activity change, negative = inhibition, most hits filed as inhibitors; 270,000 compounds, 0.007% hits; AID 1868; note: potency is the fitted concentration of half-maximal effect; % is set by controls: 0 for no effect and ±100 for the full control effect
# Target sequence (P51570 whole entry, looked up): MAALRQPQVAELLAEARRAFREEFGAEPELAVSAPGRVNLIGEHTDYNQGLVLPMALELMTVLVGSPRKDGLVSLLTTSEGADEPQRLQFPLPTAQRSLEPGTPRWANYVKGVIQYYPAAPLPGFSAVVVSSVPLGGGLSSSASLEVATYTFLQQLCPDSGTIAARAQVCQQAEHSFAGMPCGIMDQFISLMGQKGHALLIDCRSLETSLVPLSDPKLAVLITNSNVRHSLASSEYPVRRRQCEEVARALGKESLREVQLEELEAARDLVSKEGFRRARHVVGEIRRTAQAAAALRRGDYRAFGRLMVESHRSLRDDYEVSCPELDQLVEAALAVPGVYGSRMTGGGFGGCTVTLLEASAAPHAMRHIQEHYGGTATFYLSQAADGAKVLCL
#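 Kinase-Glo Plus luminescence measured ATP left after a 1 h room-temperature reaction. The reaction used 5 nM GALK, 100 uM galactose and 35 uM ATP at pH 8.0 (20 mM HEPES, 5 mM MgCl2, 60 mM NaCl, 1 mM DTT, 0.01% BSA).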
# TRPV1 agonist – agonists of human vanilloid receptor 1 (TRPV1); Q8NER1; TRPV1-expressing cells, Fluo-8 calcium influx, agonist mode; activation, % at 8.33 µM; 320,000 compounds, 0.19% hits; AID 540275; in the data active = activation above about 80%; inconclusive = between about 30% and that limit; note: 0% is about no effect
#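 Cells expressing TRPV1 were dye-loaded with Fluo-8 and read kinetically: 10 s baseline, 3 min after compound (agonist portion), then 2 min after EC20 capsaicin (allosteric enhancer portion). Calcium-bound dye fluorescence at 480/520 nm.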
# hERG WT inh – inhibitors of human wildtype KCNH2 potassium channel; Q12809; U2OS, BacMam KCNH2, thallium flux FluxOr; hits give low values; activity change, % at 1.84 µM; 340,000 compounds, 0.37% hits;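 active = maximum activity change below -70%; inconclusive = maximum activity change between -70% and -50%; inactive = maximum activity change above -50%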; note: % is set by controls: 0 for no effect and ±100 for the full control effect
#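 U2OS cells transduced with wild-type KCNH2 virus are loaded with FluxOr dye for 45 min, and thallium flux is measured in kinetic reads before and after stimulation buffer. Rate constants are normalized to DMSO controls.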
# ASM inhibitor – inhibitors of human secretory acid sphingomyelinase. 340,000 compounds, 0.006% hits. Potency, µM (highest dose often 57.5 µM), for inactives: top-dose activity change, negative = inhibition, usual class: inhibitors. AID 504937. placental ASM, HMU-PC fluorogenic substrate, 60 min. P17405; note: potency is the fitted concentration of half-maximal effect
#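 Fluorogenic HMU-PC substrate (9 uM final) is turned over by placental ASM in 60 min at 37 C after a 10 min compound preincubation. Reaction ended by alkaline stop (pH 10), with fluorescence read at 386/447 nm.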
# * marks the source's active call; other numbers are inactive results; i = inactive; ? = inconclusive; · = not tested or not shown; & = joins results of further samples; [ ] = dose if it differs, or a comment. Unless noted, calls come from the whole dose curve; as a rule, active = well fitted curve in the direction sought with a large enough effect; inconclusive = small, poorly fitted or top-dose-only effect, or another doubt; inactive = no such curve, though single readings can be large; an effect the other way counts as inactive or inconclusive. An excerpt (hit frequency here may not be typical).
SMILES,Integrin act MD,FBPA coupling cs,KCNH2 3.1 inh,AT treatment,MBNL1-CUG inh,CXXC DNA block,GALK inh,TRPV1 agonist,hERG WT inh,ASM inhibitor
Cc1cc(OCC(=O)NCC2CCC(C(=O)O)CC2)c2c3c(c(=O)oc2c1)CCC3 (centres undefined),30%,-1,1,-9%,5%,3%,·,0,1,-5%
CC1N=C(c2ccccc2)c2cc(Br)ccc2NC1=O (centres undefined),36%,-4,11,-9%,-7%,-8%,-2%,8,6,5%
CC12CN3CC(C)(CN(C1)C3c1cccnc1)C2=O (centres undefined),-2%,-2,18,6%,-4%,14%,3%,1,0,3%
Cc1cccc(C(O)(C(=O)O)c2ccccc2)c1 (centres undefined),19%,·,5,·,·,·,·,·,44,5%
NNS(=O)(=O)c1ccc(Sc2ccccn2)c([N+](=O)[O-])c1,14%,1,28,0%,?,-9%,·,1,-5,-2%
CCN1CCN(c2cc(N3CCCC3)c([N+](=O)[O-])cc2F)CC1,23%,2,-18,-5%,?,-8%,·,-1,1,-14%
CCN1C(=O)NC(=O)/C(=C\c2ccc(N3CCOCC3)cc2OC)C1=O,·,0,·,-5%,-3%,-6%,·,0,·,·
CCOc1ccc(N2C(=O)CC(=O)NC2=O)cc1,-10%,1,-9,-5%,1%,1%,5%,0,-7,-2%
CCC(=NCCCn1ccnc1)c1c(O)n(-c2ccccc2)c(=O)[nH]c1=O,20%,0,-4,15%,·,-5%,0%,1,-5,1%
CN1CCN(S(=O)(=O)c2ccc(Cl)nc2)CC1,-3%,0,1,9%,2%,-4%,0%,1,-17,-1%
COC(=O)C1=C(c2ccc(OC)c(OC)c2)C[C@@H]2CC[C@H]1N2C(=O)NC(C)C,37%,·,10,-6%,·,·,·,3,-3,6%
Nc1ncc(P(=S)(N2CCOCC2)N2CCOCC2)s1,22%,0,-36,5%,2%,-1%,3%,-1,9,3%
C[n+]1c2cc(N)ccc2cc2ccc(N)cc21,·,-16,-23&2,·,·,?,·,·,-14&-19,3%&-6%
COc1cc2c(cc1OC)C13CCN4CC5=CCOC6CC(=O)N2C1C6C5CC43 (centres undefined) (tested in a mixture with another compound),-2%,-1,4,-3%,-13%,-2%,-1%,0,9,-4%
Cc1cc(N2CCOCC2)ccc1/C=C1\C(=O)NC(=O)N(c2ccccc2)C1=O,16%,0,0,-7%,3%,-17%,4%,-2,i,1%
O=c1[nH]c(=O)n(CCC2=CCCCC2)c(O)c1C=Nc1cccc(F)c1,25%[7.66 µM],0,8,6%,-9%,3%,-1%,-3,-12,7%
Nc1nnc(CCN2CCCCC2)s1,-1%,-1,-12,1%,-12%,27%,-3%,1,-6,1%
Oc1ccc(Cl)cc1Sc1cc(Cl)ccc1O,-65%[inhibitor],·,-1,·,·,·,·,·,-3,-8%
C[C@]12CCC3C(CC[C@H]4C[C@@H](O)CC[C@]34C)C1[C@H]1CN=N[C@H]1[C@@H]2O (some centres undefined),0%,·,5,-4%,·,·,·,·,3,-1%
O=[N+]([O-])c1cccc(CCl)c1,·,·,-6,1%,·,·,·,-3,-5,-1%
COC(=O)C1=C(c2cccc(C#N)c2)C[C@@H]2CC[C@H]1N2C(=O)NCCOc1ccccc1,21%,·,19,2%,·,·,·,4,-1,5%
CC1CCN(CC(=O)c2cccc(C(F)(F)F)c2)CC1,?,0,0,-10%,-2%,?,2%,10,0,-1%
O=C1C2CCCN2C(c2cccnc2)N1c1cccc(Cl)c1 (centres undefined),-10%,1,11,1%,-12%,2%,2%,1,4,-1%
CCCCn1c(O)c(C(CC)=NCc2cc(OC)cc(OC)c2)c(=O)[nH]c1=O,12%,1,0,-7%,-4%,7%,3%,17,13,-13%
CCNC(=O)NC(=O)C(C)OC(=O)c1c(C)nn(Cc2ccccc2)c1Cl (centres undefined),-13%,3,2,-2%,-4%,-3%,0%,-2,-18,-4%
COC(=O)C1=C(c2c(C)noc2C)C[C@@H]2CC[C@H]1N2C(=O)N1CCc2cc(OC)c(OC)cc2C1,13%,·,0,5%,·,·,·,1,-1,3%
O=C(O)C1(Br)CC12c1ccccc1-c1ccccc12 (centres undefined),0%,·,10,·,·,·,·,·,-23,2%
COC(=O)C1=C(c2cccc(OCc3ccccc3)c2)C[C@@H]2CC[C@H]1N2C(=O)NCc1ccccc1,-10%,·,-4,4%,·,·,·,10,6,-4%
Cc1ccc2c(c1)C1CN(C)CCC1N2C(=O)c1ccc(Br)o1 (centres undefined),7%,-3,2,·,8%,0%,3%,-2,5,0%
CN1C[C@@H]2C[C@@H](c3cccn3-c3ccccn3)N3CCC[C@@]23C1=O,4%,-3,-6,4%,-6%,-2%,-1%,1,67,6%
Cn1c(O)c(/C=C/C=Nc2ccccc2)c(=O)n(C)c1=S,-12%,3,13,-1%,?,?,0%,10,0,5%
C[C@]12CC[C@@H](O)CC1=CCC1C2CC[C@@]2(C)C1CC[C@@H]2N (some centres undefined),-60%[inhibitor],·,15,5%,·,·,·,·,4,4%
COc1ccc(N2C(=O)NC(=O)/C(=C/c3cccc(OC(=O)c4cccs4)c3)C2=O)cc1Cl,-2%,8,26,7%,-4%,-1%,-3%,3,1,0%
CN1C(=O)N(C)C(=O)C2(Cc3cc([N+](=O)[O-])ccc3N3CCN(C(=O)c4ccccc4)CC32)C1=O (centres undefined),6%,0,6,-12%,?,23%,-2%,1,-7,3%
Cc1ccccc1-n1c(O)c(/C=C/C=Nc2ccccc2)c(=O)[nH]c1=O,-2%,-3,0,-1%,15%,?,-1%,10,1,4%
C=CCN1C(=O)NC(=O)/C(=C/c2cccn2C)C1=O,-14%,-1,-19,-5%,?,-24%,·,0,-4,1%
CCC(=NCCCN(C)C)c1c(O)n(-c2ccc(OC)cc2)c(=O)[nH]c1=O,2%,2,-5,4%,0%,-7%,-2%,4,-3,-1%
CCN(CCNc1ccc([N+](=O)[O-])c2cccnc12)S(=O)(=O)c1ccc(Cl)cc1,-16%,-9,-25,-8%,20%,3%,3%,-2,12,-18%
O=C(O)C1C2c3ccccc3C(=O)C1(C(=O)O)c1ccccc12 (centres undefined),1%,·,-3,·,·,·,·,·,55,3%
C[C@@H](N)Cc1cnc[nH]1,·,2,15,·,·,8%,·,·,-32,-6%
CCOC(=O)N(c1ccccc1)P1(=S)OCCO1,0%,-1,30,0%,12%,10%,2%,-2,10,-1%
O=c1c2ccccc2nc(Cc2ccccc2)n1-c1ccc(O)cc1,24%,7,0,11%,7%,-9%,4%,2,1,0%
CCOc1ccc2oc(C(=O)NN3C(C)CCCC3C)c(C)c2c1 (centres undefined),21%,5,-6,7%,-2%,0%,-2%,7,-9,3%
Nc1ccccc1N=Cc1c(O)n(CCC2=CCCCC2)c(=O)[nH]c1=O,12%,-1,8,6%,7%,-4%,3%,9,-8,-4%
COC(=O)C1=C(c2ccc(F)cc2OCc2ccccc2)C[C@@H]2CC[C@H]1N2C(=O)NCCOc1ccc(OC)cc1,-10%,·,-87*,6%,·,·,·,5,2,-5%
c1ccc2nc(N3CCNCC3)ccc2c1,·,-1&2&1,6&-6,-1%,·,1%,·,5,-5&4,9%&17%
Cc1cc(/C=C2\C(=O)NC(=S)N(C)C2=O)c(C)n1C1CCCCC1,2%,-1,0,-6%,-7%,?,0%,0,-2,10%
CN1C(=O)/C(=C\c2ccc(N3CCCCC3)o2)C(=O)NC1=S,-23%,1,2,-7%,?,?,3%,3,-3,-8%
COC(=O)C(C)Oc1cc(C)cc2oc(=O)c3c(c12)CCCC3 (centres undefined),6%,10,14,·,5%,-13%,5%,?,-15,2%
CC(C)C(=O)Nc1ccc([N+](=O)[O-])c(C(F)(F)F)c1,·,1&-1&2,-11,2%,?,-10%&-2%,-1%,20,-1,0%
CCc1ccc(-c2nn(Cc3ccccc3)cc2C=O)cc1,-13%,1,-3,4%,-3%,7%,-2%,25,4,-3%
